# POLI inh: qHTS for Inhibitors of Polymerase Iota. DNA polymerase iota (Homo sapiens), Q9UNA4. Pol iota fluorescent replication assay, 10 min. Potency, µM (series often up to 115 µM), for inactives: at the highest dose activity, negative = inhibition, actives largely listed as inhibitors. hit rate 1% among 390,000. AID 588590, 2011
#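 Pol iota at 10 nM preincubated 15 min with compounds at room temperature; reaction started with fluorescent substrate, 50 nM final. Fluorescence read kinetically at 0 and 10 min; buffer-only wells as negative control.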
# BAZ2B inh: qHTS Assay for Inhibitors of BAZ2B. Bromodomain adjacent to zinc finger domain protein 2B (Homo sapiens), Q9UIF8. AlphaScreen BAZ2B-H3K14Ac peptide displacement. Potency, µM (doses to about 114 µM), for inactives: at the top dose activity change, negative = inhibition, hits mostly inhibitors. hit rate 4.4% among 360,000. AID 504333, 2011; also: % is scaled to controls: 0 for no effect and ±100 for the full control effect; nearly all actives have a fitted effect of over 60% in size
#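 BAZ2B 50 nM plus b-H3(5-23)K14Ac 50 nM, PBS pH 7.4/0.01% Tween-20, 30 min RT; compound added (max 110 uM), 30 min RT; streptavidin donor/Ni-chelate acceptor beads 10 ug/mL final, 20 min dark; AlphaScreen read.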
# GLS inh: qHTS for Inhibitors of Glutaminase (GLS); Glutaminase kidney isoform, mitochondrial (Homo sapiens), O94925; GLS enzymatic activity, qHTS titration; Potency, µM (series often up to 45.5 µM), for the others: at the highest dose activity change, negative = inhibition, actives largely listed as inhibitors; hit rate 0.21% among 410,000; AID 624170, 2012; also: % is scaled to controls: 0 for no effect and ±100 for the full control effect
# Target sequence (O94925 whole entry, looked up, canonical isoform): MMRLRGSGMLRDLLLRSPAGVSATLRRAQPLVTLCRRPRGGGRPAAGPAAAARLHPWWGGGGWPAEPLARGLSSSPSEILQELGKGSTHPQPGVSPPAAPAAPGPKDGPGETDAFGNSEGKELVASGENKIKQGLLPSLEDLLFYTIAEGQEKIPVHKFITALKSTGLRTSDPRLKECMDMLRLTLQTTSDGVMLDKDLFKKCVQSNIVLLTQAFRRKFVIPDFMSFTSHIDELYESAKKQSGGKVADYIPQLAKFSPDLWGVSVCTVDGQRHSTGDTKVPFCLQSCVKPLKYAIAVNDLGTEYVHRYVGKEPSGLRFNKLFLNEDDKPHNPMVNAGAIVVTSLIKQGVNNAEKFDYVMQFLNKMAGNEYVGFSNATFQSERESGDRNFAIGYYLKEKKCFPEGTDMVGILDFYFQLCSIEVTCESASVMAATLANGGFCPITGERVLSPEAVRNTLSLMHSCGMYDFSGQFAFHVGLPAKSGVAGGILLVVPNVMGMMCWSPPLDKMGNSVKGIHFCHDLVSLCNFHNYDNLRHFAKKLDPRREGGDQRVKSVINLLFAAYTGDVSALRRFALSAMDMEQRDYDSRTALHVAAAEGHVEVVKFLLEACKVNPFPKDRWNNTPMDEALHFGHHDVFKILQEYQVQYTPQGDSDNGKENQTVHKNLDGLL
#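 Compounds were pin-transferred onto hKGA, after which L-glutamine (1 mM solution) and a detection mix of glutamate oxidase, HRP and Amplex Red were added. Initial and 30 min RT fluorescence reads were collected.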
# JMJD2A Tudor inh: qHTS Assay for Inhibitors of JMJD2A-Tudor Domain; Lysine-specific demethylase 4A (Homo sapiens), O75164; AlphaScreen JMJD2A-Tudor / H3K4me3 peptide binding; Potency, µM (titrated, usually from 114 µM), inactives show at the top dose activity change, negative = inhibition, hits mostly inhibitors; hit rate 4.4% among 390,000; AID 504339, 2011; also: % is scaled to controls: 0 for no effect and ±100 for the full control effect; nearly all actives have a fitted effect of over 50% in size
# G9a inh: qHTS Assay for Inhibitors of Histone Lysine Methyltransferase G9a | Histone-lysine N-methyltransferase EHMT2 (Homo sapiens), Q96KQ7 | G9a H3K9 monomethylation, AlphaScreen, 2 h | Potency, µM (doses to about 102 µM), for the others: top-dose activity, negative = inhibition, most hits filed as inhibitors | hit rate 8.8% among 350,000; also: % is scaled to controls: 0 for no effect and ±100 for the full control effect; nearly all actives have a fitted effect of over 75% in size
# Target sequence (Q96KQ7 913-1193 limits assumed): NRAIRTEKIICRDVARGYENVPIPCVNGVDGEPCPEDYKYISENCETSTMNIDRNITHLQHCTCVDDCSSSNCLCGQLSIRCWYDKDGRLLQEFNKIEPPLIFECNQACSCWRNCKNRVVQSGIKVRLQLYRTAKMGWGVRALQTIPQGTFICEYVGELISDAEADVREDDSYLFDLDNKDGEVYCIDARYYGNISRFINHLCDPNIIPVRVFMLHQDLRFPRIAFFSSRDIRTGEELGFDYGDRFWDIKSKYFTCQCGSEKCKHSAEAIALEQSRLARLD
#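 Readings reflect AlphaScreen signal from monomethyl-H3K9 antibody detection. HMT at 20 nM; substrate b-H3K9 500 nM; cofactor SAM 20 uM; 2 h RT reaction; compounds tested as titrations in qHTS with 15 min preincubation.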
# PGK inhibitor: qHTS Assay to Find Inhibitors of Phosphoglycerate Kinase. Phosphoglycerate kinase, glycosomal (Trypanosoma brucei brucei), P07378. PGK/GAPDH coupled, Kinase-Glo luminescence, 60 min. Potency, µM (series often up to 57.5 µM), for inactives: at the highest dose activity change, negative = inhibition, most hits filed as inhibitors. hit rate 0.043% among 380,000. AID 602233, 2012; also: % is scaled to controls: 0 for no effect and ±100 for the full control effect; nearly all actives have a fitted effect of over 60% in size
#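 Recombinant glycosomal PGK reaction used 1,3-bisphosphoglycerate generated in-well by GAPDH (100nM final) in 100mM TEA pH 7.6, 5mM MgCl2, 0.01% Tween-20. After 60 minutes at room temperature, ATP was read by Kinase-Glo Plus luminescence end-point.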
# HP1b binding inh: HTS for Inhibitors of HP1-beta Chromodomain Interactions with Methylated Histone Tails; Chromobox protein homolog 1 (Homo sapiens), P83916; AlphaScreen HP1-beta / biotin-H3K9me3 peptide binding; Potency, µM (series often up to 114 µM), for inactives: top-dose activity change, negative = inhibition, usual class: inhibitors; hit rate 0.56% among 390,000; AID 540317, 2011; also: nearly all actives have a fitted effect of over 70% in size; inactives centre near 23
#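 Compound inhibition of the preformed complex between 50 nM HP1-beta and 50 nM biotinylated H3K9me3 peptide was read by AlphaScreen. Buffer was PBS pH 7.4 with 0.01% Tween-20. Incubations ran 30 min at room temperature, with 10 ug/mL donor/acceptor beads.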
# Pin1 inhibitor: qHTS Assay to Find Inhibitors of Pin1; AID 504891, 2011; Pin1 FP peptide displacement, HiFluor488, 10 min; hit rate 0.009% among 390,000; Potency, µM (top dose mostly 115 µM), for the others: top-dose activity, negative = inhibition, most hits filed as inhibitors; active = well fitted inhibition curve with a large enough effect in the polarisation, with a control signal flat, not every such curve was filed as active; inconclusive = small, poorly fitted or top-dose-only effect, or effect the other way, or a change in a side signal; inactive = no such curve, though single readings can be large or run the other way; the % refers to the polarisation; also: % is scaled to controls: 0 for no effect and ±100 for the full control effect
# Target sequence (Q13526 whole entry, looked up): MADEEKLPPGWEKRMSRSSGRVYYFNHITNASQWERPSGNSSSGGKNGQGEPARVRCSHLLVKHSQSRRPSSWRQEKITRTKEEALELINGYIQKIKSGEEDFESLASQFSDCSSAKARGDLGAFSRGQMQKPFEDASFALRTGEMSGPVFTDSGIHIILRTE
# BLM inh: qHTS Assay for Inhibitors of Bloom's syndrome helicase (BLM). Potency, µM (doses to about 56.1 µM), inactives show at the highest dose activity change, negative = inhibition, usual class: inhibitors. AID 2528, 2010. RecQ-like DNA helicase BLM (Homo sapiens), P54132. hit rate 0.2% among 350,000. recombinant BLM DNA unwinding, fluorescence dequenching;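 also: plate controls were vehicle for no effect and no enzyme for full effect; nearly all actives have a fitted effect of over 35% in size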
# The depositor's hits bear a star; i = inactive; u = inconclusive; x = no result given; & = joins results of further samples; [ ] = remark or other dose. Unless noted, calls follow the shape of the dose curve; as a rule, active = well fitted curve in the direction sought with a large enough effect; inconclusive = small, poorly fitted or top-dose-only effect, or another doubt; inactive = no such curve, though single readings can be large; an effect the other way counts as inactive or inconclusive. Potency is read from the fitted curve at half-maximal effect. A portion of the library. The share of hits here may be higher or lower than overall.
# Start of the listing, in advance (eight entries):
nr | SMILES | POLI inh | BAZ2B inh | GLS inh | JMJD2A Tudor inh | G9a inh | PGK inhibitor | HP1b binding inh | Pin1 inhibitor | BLM inh
1 | COc1ccccc1CCNC(=O)C(=O)NCC(c1cccnc1)N1CCN(c2ccccc2)CC1 (centres undefined) | 1% | 1% | 20% | -2% | 4%[59 µM] | -5% | 19% | 2% | 5%
2 | CCc1ccc(S(=O)(=O)Nc2ccc(-c3ccc(N4CCCC4)nn3)cc2)cc1 | -10% | 0% | 0% | -9% | 5%[59 µM] | i | 18%[57 µM] | 4% | -1%
3 | CCSCCC(NC1=CC(=O)CC(C)(C)C1)C(=O)O (centres undefined) | 11% | 1% | 4% | -8% | u | 2% | 14% | -1% | 0%
4 | CC1CCc2c(sc3ncn(CCO)c(=O)c23)C1 (centres undefined) | 29% | 4% | 4% | -15% | x | -3% | 35% | -1% | 2%
5 | CCOc1ccc(CCNC(=O)c2nn(C)c3c2CS(=O)(=O)c2ccccc2-3)cc1OCC | 4% | -25% | -1% | -15% | x | -2% | 17% | -4% | -4%
6 | Cc1nnc(NC(=O)CSc2nnc(Cc3cccn3C)n2-c2ccccc2)s1 | 10% | -33% | 6% | -29% | u | -8% | -13% | 2% | -5%
7 | O=C(NCC1CCCO1)c1ccc(S(=O)(=O)N2CCC(c3nc4ccc(Cl)cc4[nH]3)CC2)cc1 (centres undefined) | 29% | -10% | 9% | -1% | u | x | 1% | -1% | -5%
8 | Cn1cnc2cc(NC(=O)COc3ccccc3)ccc21 | 14% | 4% | 1% | -17% | 5% | 6% | 32% | -3% | -1%

# The listing, from the first entry:
nr | SMILES | POLI inh | BAZ2B inh | GLS inh | JMJD2A Tudor inh | G9a inh | PGK inhibitor | HP1b binding inh | Pin1 inhibitor | BLM inh
1 | COc1ccccc1CCNC(=O)C(=O)NCC(c1cccnc1)N1CCN(c2ccccc2)CC1 (centres undefined) | 1% | 1% | 20% | -2% | 4%[59 µM] | -5% | 19% | 2% | 5%
2 | CCc1ccc(S(=O)(=O)Nc2ccc(-c3ccc(N4CCCC4)nn3)cc2)cc1 | -10% | 0% | 0% | -9% | 5%[59 µM] | i | 18%[57 µM] | 4% | -1%
3 | CCSCCC(NC1=CC(=O)CC(C)(C)C1)C(=O)O (centres undefined) | 11% | 1% | 4% | -8% | u | 2% | 14% | -1% | 0%
4 | CC1CCc2c(sc3ncn(CCO)c(=O)c23)C1 (centres undefined) | 29% | 4% | 4% | -15% | x | -3% | 35% | -1% | 2%
5 | CCOc1ccc(CCNC(=O)c2nn(C)c3c2CS(=O)(=O)c2ccccc2-3)cc1OCC | 4% | -25% | -1% | -15% | x | -2% | 17% | -4% | -4%
6 | Cc1nnc(NC(=O)CSc2nnc(Cc3cccn3C)n2-c2ccccc2)s1 | 10% | -33% | 6% | -29% | u | -8% | -13% | 2% | -5%
7 | O=C(NCC1CCCO1)c1ccc(S(=O)(=O)N2CCC(c3nc4ccc(Cl)cc4[nH]3)CC2)cc1 (centres undefined) | 29% | -10% | 9% | -1% | u | x | 1% | -1% | -5%
8 | Cn1cnc2cc(NC(=O)COc3ccccc3)ccc21 | 14% | 4% | 1% | -17% | 5% | 6% | 32% | -3% | -1%
9 | CC(CCc1ccccc1)NC(=O)COC(=O)c1cccc2ccccc12 (centres undefined) | 23% | 9% | 2% | -4% | 53%[activator][59 µM] | i | 44%[activator] | 5% | -8%
10 | Cc1ccc(NC(=O)Cn2cc(S(=O)(=O)Cc3ccccc3)c3ccccc32)cc1C | 36%[activator] | -2% | 1% | -16% | -38%[59 µM] | -6% | 9% | 36%[activator] | -12%
11 | O=C(N/N=C/c1cn(-c2ccccc2)nc1-c1cc2ccccc2o1)c1c[nH]c2ccccc12 | 15% | -27% | 0% | -28% | 19% | -6% | 18% | 11% | 2%
12 | CC(C)(C)c1ccc(C(=O)NC(Cc2c[nH]c3ccccc23)C(=O)OCC(=O)c2ccccc2)cc1 (centres undefined) | 7% | -12% | -1% | -29% | u | -5% | 24% | 4% | -13%
13 | CCN1CCN(Cc2ccc(NC(=O)c3cc(NC(=O)N4CCNC4=O)cc(OC)c3)cc2C(F)(F)F)CC1 | 22% | u | 2%&-4% | -28% | 16%[12.7 µM] | 10%&-7% | 40%[activator] | -7% | -7%
14 | O=C(NC1CCCCC1)C(c1ccco1)N(CCc1ccccc1)C(=O)C(F)(F)F (centres undefined) | -3% | -4% | -6% | -7% | 6%[59 µM] | -7% | 65%[activator] | -10% | -4%
15 | CC1=CCC(C(=O)O)C(C(=O)Nc2ccc(-c3nc4ccc(C)cc4s3)cc2)C1 (centres undefined) | u | u | -6% | u | x | u | -38% | -1% | -7%
16 | CCCc1nn(C)c(C(=O)Nc2ccccc2)c1Cl | 13% | 0% | 12% | 23% | 25%[59 µM] | 5% | 72%[activator] | 3% | 0%
17 | Cc1ccc(Cl)cc1NC(=O)CC1NCCNC1=O (centres undefined) | 8% | 10% | 10% | -8% | 22%[59 µM] | -3% | 17% | -2% | 3%
18 | CCCNC(C)C(=O)Nc1ccccc1C (centres undefined) | 0%[58.9 µM] | -12% | 1% | -17% | 22%[59 µM] | -9% | 24% | -2% | -9%&-10%
19 | Nn1c(SCC(=O)Nc2ccc3c(c2)CCC3)nnc1C1CC1 | 52%[activator] | x | -24% | 1% | x | -2% | 22% | -6% | x
20 | CCN(C(=O)CSc1nnc(Nc2ccccc2C)s1)C1CCS(=O)(=O)C1 (centres undefined) | 7% | 9% | 19% | -14% | 50µM* | -1% | 22% | 0% | 4%
21 | Cc1ccc(NC(=O)c2ccc(NC3=NC4CS(=O)(=O)CC4S3)cc2)cc1 (centres undefined) | 56%[activator] | -2% | 3% | -12% | 6% | -8% | 32% | 2% | -4%
22 | CCOc1ccc(CNC(=O)CCc2c(C)nn(-c3ccc(N4CCCCC4)nn3)c2C)cc1 | -11% | -16% | 0% | -24% | -23%[59 µM] | -5% | 44%[activator] | -3% | -2%
23 | CC(C)(C)N1[C@@H](CC(=O)O)c2cc(C(F)(F)F)ccc2S1(=O)=O | 7%&-7% | x | -3% | -13% | x | 0% | 36% | -5% | x
24 | Cc1occc1C(=O)OCC(=O)Nc1ccc(F)cc1 | 3% | 0% | 12% | -6% | 12% | -2% | 19% | 2% | -5%
25 | Cc1ccc(-c2ccc(/C=N/N3C(=O)C4C5C=CC(C6CC56)C4C3=O)o2)c([N+](=O)[O-])c1 (centres undefined) | -1% | u | 1% | -25%[57.1 µM] | 45µM* | i | -15% | -1% | -10%
26 | Cc1ccccc1C(=O)Oc1ccc2ccc(O)cc2c1 | 7% | u | 8% | -10% | -25% | -2% | 36% | -1% | -7%
27 | COc1cc(/C=C/C(=O)O)ccc1OS(=O)(=O)c1ccc(C)cc1 | 21% | x | 0% | -6% | -1% | 1% | 31% | -13% | 2%
28 | CN1C(C(=O)Nc2ccccn2)=C(O)c2sccc2S1(=O)=O | -8% | 50µM* | 30% | 50µM* | u | -3% | 10% | -10% | 2%
29 | Cc1nc2ccc(S(=O)(=O)NCC(=O)N(C)Cc3ccco3)cc2s1 | -3% | -4% | 0% | -15% | 12%[12.7 µM] | 0% | 12% | 0% | -1%
30 | O=C(/C=N/O)NCCCn1ccnc1 | 10% | 79µM* | 32%[activator] | -17% | u | 5% | 29% | 2% | 0%
31 | Cc1ccc(C)n1NC(=O)c1ccccc1 | -4% | -26% | 47%[activator] | -23% | 2%[12.7 µM] | -6% | -3% | -2% | -1%
32 | Cc1ccc(O)c(CO)n1 | 16% | 5% | -7% | -10% | 11% | -2% | -4% | 8% | 0%
33 | Cc1onc(-c2ccccc2)c1C(=O)Nc1ccc(OC(C)C)cc1 | 14% | 8% | -3% | -7% | 14%[59 µM] | 0% | 41%[activator] | 8% | 2%
34 | O=C(c1ccccc1)c1cc(-c2ccccn2)c(N2CCOCC2)s1 | 39%[activator] | 20% | -4% | 30% | -8% | i | 53%[activator] | 1% | 0%
35 | O=C(Cn1cc(SCc2ccc(Cl)cc2)c2ccccc21)N1CCCC1 | 27% | 6% | -1% | -16% | -7%[59 µM] | 8% | 42%[activator] | 36%[activator] | -4%
36 | O=C(CSc1cccs1)NCCc1ccccc1 | 7% | -8% | -8% | 2% | -8%[59 µM] | 6% | 29% | 7% | -2%
37 | O=C(Cn1cnc2ccccc2c1=O)OCCCCN1C(=O)c2ccccc2C1=O | 58%[activator] | 7% | 11% | -14% | 9%[59 µM] | -2% | 6% | 2% | 1%
38 | CC1CCN(CCCNC(=O)CCNC(=O)Cn2cnc3ccccc3c2=O)CC1 | 134%[activator] | 1% | -16% | -5% | 4% | 0% | 29% | -1% | 0%
39 | N#CC(C(=O)Nc1ccccc1)=C1Nc2ccccc2N1 | 21% | -26% | -1% | -11%[57.1 µM] | 4% | -1% | 29% | 4% | -2%
40 | CCc1ccc(NC(=O)C(Cc2ccccc2)NS(=O)(=O)c2ccc3c(c2)c(=O)n(C)c(=O)n3C)cc1 (centres undefined) | -2% | -17% | -8% | -22% | -30%[59 µM] | -1% | 14% | 14% | -5%
41 | O=C(Cc1ccc([N+](=O)[O-])cc1)N/N=C/c1ccco1 | 111%[activator] | 1% | 4% | 0% | u | -3% | 26% | -2% | -3%
42 | COc1ccc(C(=O)OCC(=O)Nc2ccc(OC)c(S(=O)(=O)N3CCCCC3)c2)cc1[N+](=O)[O-] | 15% | 1% | 0% | -27% | u | 4% | 14% | 0% | x
43 | CCOC(NC(=O)c1ccccc1)C(NC(=O)c1ccccc1)OCC (centres undefined) | 5% | 8% | 0% | -14% | -18%[59 µM] | i | 17% | -11% | -1%
